Source: PubChem BioAssay
12-LOX inh: inhibitors of human 12S-lipoxygenase ALOX12 | 580,000 tested, 1.1% active | Potency, µM (titrated, usually from 108 µM), for inactives: at the top dose activity change, negative = inhibition, usual class: inhibitors | P18054 | purified 12hLO, xylenol orange hydroperoxide absorbance; active = well fitted inhibition curve with a large enough effect; inconclusive = small, poorly fitted or top-dose-only effect, or another doubt; inactive = no such curve, though single readings can be large or run the other way
Target sequence (P18054 whole entry, looked up): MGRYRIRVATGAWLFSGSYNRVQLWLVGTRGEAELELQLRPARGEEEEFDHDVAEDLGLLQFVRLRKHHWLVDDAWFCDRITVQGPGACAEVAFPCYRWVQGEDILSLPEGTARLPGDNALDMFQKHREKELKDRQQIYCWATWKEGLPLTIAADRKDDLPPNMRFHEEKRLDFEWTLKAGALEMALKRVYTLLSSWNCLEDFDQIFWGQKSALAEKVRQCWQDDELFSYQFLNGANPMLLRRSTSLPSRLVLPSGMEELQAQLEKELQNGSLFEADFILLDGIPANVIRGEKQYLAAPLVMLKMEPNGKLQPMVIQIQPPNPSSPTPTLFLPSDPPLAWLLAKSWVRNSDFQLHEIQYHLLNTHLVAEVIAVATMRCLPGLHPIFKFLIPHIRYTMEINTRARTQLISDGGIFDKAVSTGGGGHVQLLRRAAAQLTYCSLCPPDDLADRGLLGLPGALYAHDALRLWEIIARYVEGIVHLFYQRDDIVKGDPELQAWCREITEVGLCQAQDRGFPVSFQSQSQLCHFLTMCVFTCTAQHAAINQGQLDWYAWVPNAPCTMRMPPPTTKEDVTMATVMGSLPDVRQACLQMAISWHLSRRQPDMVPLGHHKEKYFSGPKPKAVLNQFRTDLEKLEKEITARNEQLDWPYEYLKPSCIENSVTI
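Purified human 12hLO at 150 nM in 25 mM Hepes, 0.01% Triton X-100, pH 7.0, preincubated 15 min at room temperature with compound. Reaction started with 40 uM arachidonic acid, 30 min at room temperature. Hydroperoxide measured by Fe-xylenol orange, 573/405 nm absorbance ratio.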
Numbers without * were called inactive; ? = inconclusive; & = joins results of further samples; [ ] = dose if it differs, or a comment. % is scaled to controls: 0 for no effect and ±100 for the full control effect; potency is read from the fitted curve at half-maximal effect. A portion of the library. The share of hits here may be higher or lower than overall.

structure | 12-LOX inh
O=C1CN(C(=O)c2ccc(-n3cccn3)cc2)CC(OCc2ccccc2)CN1Cc1cccnc1 (centres undefined) | 28.9%
COCc1ccc(C(=O)NCc2cc3n(n2)CCCN(CC(C)C)C3)o1 | 57.8%[activator]
O=C(c1cc(-c2cccnc2)c2nncn2n1)N1CCOCC1 | ?
CCn1cc(S(=O)(=O)N2C[C@@H](C(=O)NC)[C@H](c3nc(C)no3)C2)cn1 | 44.5%[activator]
Cc1nc(-c2ccc(F)cc2)n(Cc2cccc(F)c2)c(=O)c1CCO | ?
CC1Cc2cc(-c3ccnc4ncnn34)ccc2O1 (centres undefined) | 14.2%
Cc1ccc(S(=O)(=O)N[C@H]2CC(C)(C)[C@@H]3C[C@@](C)(O)CC[C@]23CCC(=O)NCCc2c[nH]c3ccccc23)cc1 | ?
O=C(NCCc1ccccn1)c1ccc(Cn2ccn3nc4c(c3c2=O)CCCC4)cc1 | -0.5%
CC(O)(COc1ccccc1)c1ccc2c(c1)CN(Cc1ccccn1)CCO2 (centres undefined) | 16.4%
COc1ccccc1CC(=O)N1CCC(Cc2nc(-c3cnccn3)no2)CC1 | 18.4%
COc1ccc(-c2nnc3ccc(N4CCN(c5ccccn5)CC4)nn23)nc1 | -0.7%[176 µM]
CN1[C@@H](CCC(=O)NCc2cccs2)CNC(=O)[C@@H]2[C@H]1CCN2Cc1cccc(OC(F)(F)F)c1 | 54.5%[activator]
CN(C)C(=O)N1CCCn2nc(CNC(=O)c3ccc4[nH]ccc4c3)cc2C1 | 61.5%
COc1ccc(C(=O)NCC2CCN(C(=O)C(=O)c3cc4ccccc4o3)CC2)c(OC)c1 | -7.7%
CN1CCCCCCN(C(=O)c2ccc3ncccc3c2)[C@H]2CCC[C@H]2C1=O | 55.4%[activator]
COc1ccc(C(=O)N2CCCC(O)(CN3CCCC3)C2)c(OC)c1 (centres undefined) | 73.6%[activator]
c1cncc(-c2nnc3n2CCN(Cc2cncs2)C3)c1 | 81.1%[activator][176 µM]
O=C(Nc1ccnn1C1CCN(Cc2nccs2)CC1)c1ccc2c(c1)OCO2 | 90.0%[activator]
COc1ccc(C)cc1NC(=O)N1CCCC1c1nncn1C1CCCC1 (centres undefined) | -6.1%
COc1ccc(CN2CCNc3cc(-c4ccccc4)ncc3C2)cn1 | 23.6%[176 µM]
Cc1ccc(CN2CC(C(=O)NCCc3ccncc3)C3(CCOCC3)C2)s1 (centres undefined) | 137.7%[activator]
O=C(Cc1ccc(N(Cc2ccccc2)C(=O)c2ccco2)cc1)N1CCOCC1 | 18.3%
Cc1ccc(C(=O)N2CCc3nc(C4CC4)nc(-c4ccc(Cl)cc4)c3C2)cc1 | ?
COCC1(c2nc(C3CCOCC3)nn2C(C)(C)C)CC1 | 77.6%[activator]
COc1ccc(OC)c(NC(=O)Cn2c(C)cc3nc4n(c(=O)c32)CCCCC4)c1 | -3.3%
CC(NC(=O)c1cc2n(n1)CC(c1ccc(Cl)cc1)OC2)c1ccccc1 (centres undefined) | 12.6%
C[C@@H]1ON(C)[C@H]2C[C@H]3c4cc(N5CCCCC5)ccc4CCN3C[C@@H]12 | 8.7%
Cc1noc(C)c1CCC(=O)N[C@@H]1CN(c2ccncn2)C[C@H]1CN(C)C | 18.6%
O=C(CCc1ccccc1)N1CCN(c2cc(-c3cccs3)[nH]n2)CC1 | 21.1%
Oc1ccc(-c2nc(C3CC3)nc3c2CN(Cc2ccncc2)CC3)cc1 | 24.7%
O=C1NC2(CCN(Cc3ccc(OC(F)(F)F)cc3)CC2)COc2ccccc21 | 2.3%
COc1ccc(C(=O)NC[C@@H]2C=C(C)[C@H](Cc3nc4ccncc4[nH]3)C[C@H]2C(C)C)cc1 | -6.8%[176 µM]
CN1CCC(NC(=O)CC2(Cc3ccccc3)C(=O)N(C)c3ccccc32)CC1 (centres undefined) | 63.5%[activator]
Cc1ccc(-c2cccc(C(=O)N3CCCC(O)(CN4CCCC4)C3)c2)o1 (centres undefined) | 81.7%[activator]
COc1cccc(-c2cc3c(=O)n(CCNC(=O)c4ccc(C#N)cc4)ccn3n2)c1 | ?
O=C(NCCn1ccn2nc(-c3ccc(F)cc3)cc2c1=O)c1ccc(F)c(Cl)c1 | 5.9%
COc1ccc(CNC(=O)CN2C(=O)NC3(CCC(C)CC3)C2=O)cc1 (centres undefined) | 14.7%
CCOc1ccccc1C(=O)NC1CCN(C(=O)c2cc3c(=O)[nH]c(C)cn3n2)CC1 | -2.8%
O=C(OCc1ccccc1)N1CCOCC12CCN(Cc1ccncc1Cl)CC2 | 9.4%[176 µM]
Cc1ccccc1C(=O)NCc1c[nH]c2ncccc12 | 31.5%[activator][176 µM]
COc1cccc(CC(=O)N2C[C@@H](Oc3ccccc3)C[C@@H]2C(=O)N2CCOCC2)c1 | 18.5%
Cn1c(=O)n([C@H]2CCCN(C(=O)c3ccc4nc[nH]c4c3)C2)c2ncccc21 | 62.0%[activator]
NCCC(=O)N1CCC(n2nccc2NC(=O)Nc2cccc(F)c2)CC1 | -24.4%
COc1cc(OC)cc(C(=O)NCC2CCCN(Cc3cc4ccccc4o3)C2)c1 (centres undefined) | -9.4%
Cc1cnc(CCNC(=O)Nc2ccc3c(c2)OCCO3)n1C1CCC1 | 95.1%[activator]
COc1ccccc1CN(Cc1ccccc1C)C(=O)[C@H]1CCC[C@H](O)C1 | 27.0%
Cc1ccc(-n2cc(CN3CCN4CCCC4C3)c(-c3cccc(C)c3)n2)cc1 (centres undefined) | -29.9%
CC(C)(C)OC(=O)N[C@@H]1C=CC(=O)C1 | -11.8%
CNC(=O)N1CCC(C2CCN(C(=O)CCc3ccccc3)C2)CC1 (centres undefined) | 35.7%[activator]
Cc1ncc(C(=O)NC(c2ccccc2)c2nnc(N)s2)c(=O)[nH]1 (centres undefined) | 59.7%

Rewritten as labelled records: entries from further up.
> O=C(CCc1ccccc1)N1CCN(c2cc(-c3cccs3)[nH]n2)CC1
  12-LOX inh: 21.1%
> Oc1ccc(-c2nc(C3CC3)nc3c2CN(Cc2ccncc2)CC3)cc1
  12-LOX inh: 24.7%
> O=C1NC2(CCN(Cc3ccc(OC(F)(F)F)cc3)CC2)COc2ccccc21
  12-LOX inh: 2.3%
> COc1ccc(C(=O)NC[C@@H]2C=C(C)[C@H](Cc3nc4ccncc4[nH]3)C[C@H]2C(C)C)cc1
  12-LOX inh: -6.8%[176 µM]

The list continues:
Compound,12-LOX inh
Cc1cc(CN2CCC3(CC2)CCN(Cc2c(C)n[nH]c2C)CC3CO)on1 (centres undefined),0.6%
O=C(NCc1ccc(F)cc1)C1CCCN(c2nc3ncccc3o2)C1 (centres undefined),41.2%
CCOCCOC1CCN(S(=O)(=O)c2c(C)noc2C)CC1,31.7%
CCCN(C)c1nccnc1OC1CCN(C(=O)C(CC)CC)C1 (centres undefined),27.3%
Cc1nc(CCNC(=O)C2CCCN(c3nc(-c4ccccc4)nc4c3CCC4)C2)n[nH]1 (centres undefined),11.7%
COc1cc(CNC(=O)c2cc(-c3ccc(F)cc3)cc3ncn(C)c23)ccn1,?
Cc1ccc2c(c1)nc1n2[C@@H](CNC(=O)c2ccc(C#N)cc2)COC1,16.3%[176 µM]
CCn1ccc(C(=O)N2CCCC(c3ccccc3)(c3ccccc3)C2)cc1=O,4.6%
COC(=O)[C@]12C[C@H](CC(=O)NCC3CCCCC3)C(=O)N(CCC3=CCCCC3)C1=C[C@H](COCc1ccccc1)O[C@@H]2C,-17.5%
CCOc1cccc(CN2CCCC(c3[nH]ncc3-c3cccc(C(F)(F)F)c3)C2)c1O (centres undefined),49.7%[activator]
CC1=NS(=O)(=O)N(Cc2ccccc2)C=C1C(=O)OCc1noc(C2CCCC2)n1,-1.8%
COCC(=O)N1CCCN(c2cc(C3CC(O)C3)ncn2)CC1 (centres undefined),3.5%
Cc1nn(-c2ccccn2)c(C)c1[C@@H]1C=C[C@@H](NC(=O)NC(C)C)C1,-8.5%[176 µM]
COc1ccccc1-c1[nH]ncc1CN1CCn2nnc(CCC(=O)N3CCCC3)c2C1,22.0%
COc1cccc([C@@H](NC(=O)C(F)(F)F)[C@@H]2CCCC=C2c2ccccc2)c1,5.0%
Cc1noc2c(-c3cn[nH]c3)cc(-c3ccccc3)nc12,80.1%[activator][176 µM]
O=C(Cn1nc2n(c1=O)CCCC2)Nc1cccc(Br)c1,22.9%
COC(=O)[C@@H]1C[C@@H](N(C)C)CN1C(=O)c1ccccc1-c1ncc[nH]1,-10.4%
CC(=O)Nc1cc(C(=O)N2CCN(c3ccccc3)CC2C)cc2ncn(CCc3ccccn3)c12 (centres undefined),?
O=C1CCN(C2CCC2)CCCC(c2nc(-c3cccnc3)no2)CCN1 (centres undefined),14.6%
CC(C)NC(=O)C[C@@H]1C[C@H]2O[C@H](CNC(=O)NC(C)C)[C@@H](O)[C@H]2O1,5.5%[176 µM]
COc1ccc(C(=O)N2CC[C@@H]3NC(=O)[C@H]4C[C@H](NC(=O)C5CCCCC5)CN4C(=O)[C@H]32)cc1,-1.5%
Cc1nn(C(=O)CCC(=O)N2CCC(CCOc3ccccc3F)C2)c2ccccc12 (centres undefined),?
Cc1ccc(-c2nc(C(=O)NCc3ccccc3C)no2)cc1,16.6%
CN(Cc1ccon1)C(=O)C1CC(=O)N(Cc2ccccn2)C1 (centres undefined),27.0%

Of the compounds above, these have a cyano group:
Compound,12-LOX inh
COc1cccc(-c2cc3c(=O)n(CCNC(=O)c4ccc(C#N)cc4)ccn3n2)c1,?
Cc1ccc2c(c1)nc1n2[C@@H](CNC(=O)c2ccc(C#N)cc2)COC1,16.3%[176 µM]

Remaining list, next part
Compound,12-LOX inh
CCNC(=O)N1CCCC1c1noc(CCC(=O)O)n1 (centres undefined),3.2%
Cc1nc2cccnc2n1CC1CCCN(S(=O)(=O)c2ccc3c(c2)CCC3)C1 (centres undefined),2.6%
O=C1CN(Cc2ccccc2)CCN1c1ccc(Cl)nn1,25.7%[176 µM]
COc1ccc(-c2nnc(SCC(=O)c3ccc4c(c3)OCCO4)o2)cc1,0.0%
CC(C)(C(=O)O)c1cnc(N2CC[C@@H](O)C2)nc1N1CCOCC1,124.7%[activator]
O=C1NCCCCCCN(C(=O)NCc2ccccc2)[C@H]2CCCC[C@@H]12,44.4%[activator]
CCOc1ccc(-c2cc3c(=O)n(CCNC(=O)c4ccncc4)ccn3n2)cc1,47.3%[activator]
O=C(Nc1ccccc1)O[C@@H]1CO[C@H]2[C@@H]1OC[C@@H]2NS(=O)(=O)c1cccc2cccnc12,-1.4%
O=C(NCC(F)F)C1CN(c2cccc(Cl)c2)C(=O)N1 (centres undefined),19.6%&32.4%[176 µM]
COC(=O)[C@]12C[C@H](CC(=O)NCCCCc3ccccc3)C(=O)N(CCC3=CCCCC3)C1=C[C@H](C(C)(C)C)O[C@@H]2C,?
C#CCN(C)Cc1nc(C2(O)CCN(C(=O)NCCC)CC2)cs1,15.2%[176 µM]
CN(C)C[C@@H]1CN(C2CCOCC2)C[C@H]1NC(=O)c1cn(C)cn1,105.9%[activator]
COCCNC(=O)Cn1cccc1-c1nc(-c2ccc(OC)c(F)c2)no1,10.9%
COC(=O)C1CCCCN1Cc1ccc2c(c1)CN(C(=O)c1ccc(C)s1)CCO2 (centres undefined),8.6%
c1cc2c(cc1N1CCC(N[C@H]3C[C@@H]4OCC[C@H]34)CC1)CCC2,70.0%[activator]
O=[S+]1([O-])NC2(CCCN(Cc3cccc(C(F)(F)F)c3)C2)COc2ccccc21 (centres undefined),4.2%[6.33 µM]
CN(C(=O)c1ccc2c(c1)NC(C)(COc1cccnc1)CO2)c1ccccc1 (centres undefined),9.3%[176 µM]
COC(=O)[C@H]1CN(C(=O)NC(C)C)CCN1C(=O)C1CCCCC1,4.8%[176 µM]
COc1ccc(-c2cc(N3CCCC(NC(=O)c4ccc(OC)c(F)c4)C3)n[nH]2)cc1 (centres undefined),26.0%
COc1ccc(CN2C(=O)COC[C@H]2C(=O)Nc2ccc(OC)c(C(F)(F)F)c2)cc1,1.1%
COc1ccc(C(=O)N2[C@@H]3CC[C@H]2CC(NC(=O)c2ccc(F)cc2)C3)cn1 (some centres undefined),-4.0%
O=C(N[C@H](Cc1ccncc1)C1CC(O)C1)c1cccn1C1CC1 (some centres undefined),77.6%[activator]
CCCS(=O)(=O)N1C[C@@H]2C(=O)N(CCC3CCN(C(C)C)CC3)C(=O)[C@@H]2C1,41.4%[activator]
CC(Oc1ccccc1)C(=O)NC1CCN(c2cc(C(F)(F)F)ncn2)CC1 (centres undefined),5.2%
c1cncc(-c2ccnc(N3CCCOC(Cn4cccn4)C3)n2)c1 (centres undefined),-0.2%
CCC1Oc2ccc(NC(=O)c3ccc(F)cc3F)cc2CN(Cc2ccc3c(c2)OCO3)C1=O (centres undefined),-13.6%
Cc1cnc(CC2CCN(C(=O)C(C)C)C2)n1C1CC1 (centres undefined),20.3%
Cn1ccc(C(=O)N2CCC3(CC2)OC(=O)N(Cc2ccccc2F)C3(C)c2ccccc2)n1 (centres undefined),10.3%
O=C(NCC1(COc2cnccn2)C[C@@H](O)[C@@H](O)C1)c1nc2ccccc2[nH]1 (some centres undefined),-9.1%
COCC(=O)N[C@H]1CC[C@]2(C)CCC([C@H](C)C(=O)NCc3ccccc3OC)[C@H](O)[C@H]2[C@@H]1C (some centres undefined),1.3%
C[C@H]1[C@@H](NS(=O)(=O)c2ccc([N+](=O)[O-])cc2)CC[C@@]23CCCN2C(=O)CCC[C@@H]13,15.8%
N#Cc1ccc(CN2CCC(c3nc4ccncc4[nH]3)C2)cc1 (centres undefined),45.7%[activator][176 µM]
